# CHX counter: affects cycloheximide protein synthesis inhibition readout, counter-screen | max response, % | AID 2314 | cell reporter, cycloheximide protein synthesis inhibition counterscreen | 12% of 300,000 active; in the data active = max response mostly above about 13%, no sharp cut-off; inactive = mostly below about 14%; note: read at 38.3 µM for the half of the compounds with a filed dose; 0% is about no effect
# Pf growth 96h: P. falciparum growth inhibition at 96 hours. Potency, µM (titrated, usually from 28.7 µM), without a hit: at the highest dose activity change, negative = inhibition, most hits filed as inhibitors. 6.9% of 320,000 active. P. falciparum luciferase reporter growth, 96 h. AID 504834; note: potency is the fitted concentration of half-maximal effect; % is set by controls: 0 for no effect and ±100 for the full control effect
#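 Parasite growth measured via integrated firefly luciferase reporter in P. falciparum. Infected erythrocytes at 2% hematocrit, 0.05% parasitemia final were treated 96 hours at 37 C under 5% CO2, and luminescence was read.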
# Sm TGR inh: inhibitors of Schistosoma mansoni thioredoxin glutathione reductase; purified TGR, DTNB reduction, TNB absorbance 405 nm; Potency, µM (series often up to 114 µM), without a hit: at the highest dose activity change, negative = inhibition, hits mostly inhibitors; 3% of 360,000 active; AID 485364; note: potency is the fitted concentration of half-maximal effect; % is set by controls: 0 for no effect and ±100 for the full control effect; nearly all actives have a fitted effect of over 60% in size
#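 Kinetic colorimetric format: TGR-catalysed, NADPH-driven DTNB reduction monitored via TNB absorbance. Enzyme dispensed at 20 nM; compound exposure 15 min at room temperature before reaction start.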
# Shiga toxin inh: Shiga toxin inhibition; Vero cells, Shiga toxin protein synthesis inhibition reporter; inhibition, % at 38.7 µM; 9.2% of 290,000 active; in the data active = inhibition mostly above about 28%, no sharp cut-off; inactive = mostly below about 43%; note: 0% is about no effect
# Pf growth 48h: P. falciparum growth inhibition at 48 hours (one generation) | P. falciparum luciferase growth in erythrocytes, 48 h | Potency, µM (doses to about 28.7 µM), for inactives: top-dose activity change, negative = inhibition, usual class: inhibitors | 5.9% of 310,000 active | AID 504832; note: potency is the fitted concentration of half-maximal effect; % is set by controls: 0 for no effect and ±100 for the full control effect
#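 Erythrocytes infected with P. falciparum carrying an integrated firefly luciferase reporter (2% hematocrit, 0.1% parasitemia final) were exposed to compounds in RPMI 1640 with 0.5% Albumax at 37 C, 5% CO2. Growth inhibition was scored as reduced luminescence.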
# FBPA Giardia inh: Giardia lamblia aldolase inhibition; A8B2U2; purified Giardia FBPA; Potency, µM (top dose mostly 59.6 µM), for inactives: at the top dose activity, negative = inhibition, actives largely listed as inhibitors; 0.71% of 290,000 active; AID 2451; note: potency is the fitted concentration of half-maximal effect; % is set by controls: 0 for no effect and ±100 for the full control effect; nearly all actives have a fitted effect of over 55% in size
# Target sequence (A8B2U2 whole entry, looked up): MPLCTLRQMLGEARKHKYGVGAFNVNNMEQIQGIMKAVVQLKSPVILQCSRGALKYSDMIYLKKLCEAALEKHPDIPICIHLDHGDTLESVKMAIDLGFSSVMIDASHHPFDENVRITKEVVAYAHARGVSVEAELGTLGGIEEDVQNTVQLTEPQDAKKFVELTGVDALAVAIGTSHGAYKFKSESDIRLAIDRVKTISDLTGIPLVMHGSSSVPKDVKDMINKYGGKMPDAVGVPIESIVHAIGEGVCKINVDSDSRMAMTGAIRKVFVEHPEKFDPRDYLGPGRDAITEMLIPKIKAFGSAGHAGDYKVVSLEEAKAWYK
#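 40 nM FBPA preincubated 10 min at RT with compound (up to 57.5 uM final), then substrate plus GAPDH/TPI/NAD/arsenate coupling and diaphorase/resazurin added. Fluorescence read after 20 min at RT, 525/598 nm.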
# * hit, by the source's call; ? = inconclusive; . = no result given; & = joins results of further samples; [ ] = dose if it differs, or a comment. Unless noted, calls come from the whole dose curve; as a rule, active = well fitted curve in the direction sought with a large enough effect; inconclusive = small, poorly fitted or top-dose-only effect, or another doubt; inactive = no such curve, though single readings can be large; an effect the other way counts as inactive or inconclusive.
# Second line of a record: CHX counter	Pf growth 96h	Sm TGR inh	Shiga toxin inh	Pf growth 48h	FBPA Giardia inh
CN(C(=O)COC(=O)CNC(=O)c1ccc2ccccc2c1)c1c(N)n(Cc2ccccc2)c(=O)[nH]c1=O
 : -2	8%	0%	-11	24%	?
C=CCC(CC=C)(C(N)=O)c1ccccc1
 : 1	15%	-21%	-7	2%	1%
Cc1ccc(-c2nnc(SCC(=O)NC3CCCC3)n2C)cc1
 : -2	?	1%	69*	32%	-1%
O=C(Nc1ccc(Cl)c(Cl)c1)N(Cc1cccnc1)Cc1ccco1
 : -4	4%	-3%	-23	-6%	1%
Cc1cc(C)c2[nH]c(=O)c(CN(Cc3ccc4c(c3)OCO4)Cc3nnnn3C3CCCC3)cc2c1
 : -3	0%	5%	4	12µM*	3%
CCn1c(SCC(=O)Nc2cc(C)on2)nnc1-c1ccc(OC)cc1
 : -4	-27%	0%	1	-21%	0%
CCNC(=S)NCc1ccc2[nH]c(C)cc2c1
 : 3	-26%	-18%	-4	36%[activator]	1%
O=C(Nc1ccc(NC(=O)c2cccs2)c(Cl)c1)c1ccco1
 : -3	34%[activator]	-34%	40	34%[activator]	2%
N#Cc1c(OCC(=O)c2ccccc2)nc2c(c1-c1ccco1)CCc1ccccc1-2
 : -3	?	?	18	?	-14%
COC(=O)c1ccc2c(c1)S(=O)(=O)NC(=NCc1ccco1)S2
 : -1	?	-4%[11.4 µM]	20	.	2%
CCOC(=O)C1=C(C)Nc2nc(SCC)[nH]c(=O)c2C1c1ccncc1 (configuration not stated)
 : 6	-62%	13%	10	?	2%
NC(CSS(=O)(=O)O)=NCCC12CC3CC(CC(O)(C3)C1)C2
 : -3	-8%	0%	0	11%	0%
O=C(CCn1nnc2ccccc21)OCC(=O)c1ccc([N+](=O)[O-])cc1
 : -6	?	0%	-9	15%	4%
O=C(COc1ccccc1)NC(=S)Nc1cccc([N+](=O)[O-])c1
 : 7	1.7µM*	-5%	17	5%	-1%
Fc1ccc(-n2cc(CNCCc3ccccn3)c(-c3ccccc3Cl)n2)cc1
 : -2	23%	-20%	-4	8.3µM*	4%
Oc1ccc2ccccc2c1C=NC1CCCCC1
 : 24	?	40µM*	28	?	?
COc1ccccc1CNC(=O)COC(=O)c1cccc(S(=O)(=O)N2CCCCC2)c1
 : -2	?	7%	13	106%[activator]	.
CCN(C(=O)COC(=O)c1nc2nc(C)cc(C)n2n1)C1CCS(=O)(=O)C1 (configuration not stated)
 : -1	25%	-22%	-11	7%	.
CN(c1ccccc1)S(=O)(=O)c1cc(C(=O)OCC(=O)N2CCN(C(=O)c3ccco3)CC2)ccc1Cl
 : -1	20%	-1%	2	7%	-2%
O=[N+]([O-])c1ccc(COc2cccc(CNc3ccc(F)cc3)c2)cc1
 : 35*	-78%	-4%	37*	6%	-6%
C/C(N)=C(/C#N)C(=O)COC(=O)CNS(=O)(=O)c1ccc2ccccc2c1
 : -1	23%	8%	-5	42%[activator]	1%
c1ccc(-c2nccc(-c3ccc(-n4cnc5ccccc54)cc3)n2)cc1
 : -4	.	-26%	-23	-20%	4%
CCN=c1sc2ccccc2n1CC(O)COc1ccccc1 (configuration not stated)
 : 6	.	-8%	12	?	-6%
Clc1ccc(-c2nc(Cc3ccccc3)no2)cc1
 : 31*	?	?	38	.	0%
Oc1c(Br)cc(Br)cc1CNn1cnnc1
 : -6	?	-23%	-10	-11%	22%
CC(=O)C[C@@H](O)CC(=O)[C@H]1OC(=O)CCCCCCc2ccccc21
 : .	34%[activator]	-5%	.	35%[activator]	.
CCOc1ccccc1NC(=O)CSc1nnc(-c2ccccc2Cl)n1Cc1ccco1
 : 5	2%	50µM*	-17	?	-1%
CCOC(=O)N1CCN(C(=O)c2ccc3c(c2)N(Cc2cc(C)ccc2C)C(=O)c2ccccc2S3=O)CC1 (configuration not stated)
 : -1	82%[activator]	4%&7%	-14	?	.
COc1ccc(Cl)cc1NC(=O)CN(C)CC(=O)Nc1ccc(Br)cc1
 : 2	-24%	1%	17	-16%	-9%
Clc1ccc(Cn2c(/C=C/c3ccco3)nc3ccccc32)cc1
 : 216*	?	28µM*	187*	?	-6%
COCCn1c(SCC(=O)Nc2ccccc2C(F)(F)F)nc2ccccc2c1=O
 : -3	?	8%	.	36%[activator]	10%
CCOc1ccccc1C(=O)N[C@H](C(=O)NCc1ccccc1)C(C)C
 : -1	-3%	11%	16	-27%	-2%
Cc1cc(C)cc(-n2c(C)nc3cc(C(=O)O)ccc32)c1
 : -1	?	0%&0%	7	22%	29%
COc1ccc(Nc2nc(-c3c(C)nc4ncccn34)cs2)cc1
 : -3	?	-13%[57.1 µM]	-22	?	?
CCn1cc(-c2cc(C(F)(F)F)n3nc(C(=O)O)cc3n2)c(C)n1
 : 1	?	1%	-8	2%	-20%
CCCCCNC(=O)c1cn(CC)c2cc(N3CCN(C)CC3)c(F)cc2c1=O
 : -4	15µM*	-16%	25	?	-15%
COC(=O)CN(C)C(=O)c1ccc2nc(Cc3cccc(Cl)c3)oc2c1
 : 51*	?	7%	.	0%	23%
CCn1cnc2c(Nc3cc(F)cc(F)c3)nc(C#N)nc21
 : .	0.29µM*	-31%	.	0.83µM*	.
Cc1ccc(S(=O)(=O)N2CCOCC2)cc1C(=O)Nc1ccc(-c2cn3ccsc3n2)cc1
 : 20*	-11%	2%	18	9.3µM*	-5%
COc1ccc(OC)c(CN2CCN(C(=O)c3ccco3)CC2)c1
 : -2	?	-1%	-6	15%	?
COc1ccc(CCN=Cc2ccc(O)cc2)cc1OC
 : -2	?	-16%	-3	16%	-6%
Cc1noc(NC(=O)c2ccc(F)cc2)c1C#N
 : 3	13%	-8%	18	26%	-1%
CCCCOC1CC(c2ccc(OCc3ccc(OC)cc3)c(OC)c2)N(C)O1 (configuration not stated)
 : 24*	0%	-2%	85*	?	1%
OCCN1CCN(c2nc(N3CCCCC3)nc(N3CCCCC3)n2)CC1
 : -7	60%[activator]	5%	-7	10µM*	1%
O=C(CS(=O)c1ccc(F)cc1)Nc1ccccc1Cl (configuration not stated)
 : 5	11%	18%	26	12%	9%
COc1cccc(CN(C)C(=O)Cc2ccc(OC)c(S(=O)(=O)N3CCOCC3)c2)c1
 : .	5%	1%	.	?	.
Cc1ccc(NC(=O)c2c([N+](=O)[O-])cnn2C)cc1C
 : 5	55%[activator]	40%[activator]	.	3%	8%
O=C(OCc1ccccc1)N1CCCC1/C=C/CN1CCOCC1 (configuration not stated)
 : 6	3%	-2%	6	23%	1%
CCOc1ccc2nc(SCc3ccc(F)cc3)sc2c1
 : 37*	0%	7%	36*	33%[activator]	1%
Cn1c(=O)n(C/C=C/c2ccccc2)c(=O)c2c1nc1n2CCCN1c1ccc(F)cc1
 : 2	?	0%	-6	12µM*	4%

# Next records
# Second line of a record: CHX counter	Pf growth 96h	Sm TGR inh	Shiga toxin inh	Pf growth 48h	FBPA Giardia inh
O=C(CN1CCCC1)Nc1ccccc1Cl
 : 5	6%	3%	-2	.	5%
Cc1cccc2cc(CN(Cc3cccs3)S(=O)(=O)c3ccc4c(c3)OCCO4)c(=O)[nH]c12
 : -2	?	5%	-7	-5%	1%
CC(C)(C)c1ccc(C(=O)C2CCCN(C(=O)CN3CCCC3=O)C2)cc1 (configuration not stated)
 : -1	?	-18%	-3	8%	-1%
COc1ccc(C(=O)NCC(c2ccco2)N2CCc3ccccc32)cc1OC (configuration not stated)
 : .	-15%	2%	.	?	.
Cc1onc(-c2ccccc2Cl)c1C(=O)N1CCc2ccccc2C1
 : -2	?	1%	-5	?	-14%
Nn1c(C2CCCCC2)nc2ccccc2c1=O
 : -4	-38%	7%	-6	-18%	-6%
COCCNC(=S)NNC(=O)c1ccc(-n2cnnn2)cc1
 : 8	3%	-9%	-18	16%	3%
O=C(Nc1ccc(Cl)cc1)Nc1nc(-c2sccc2Br)cs1
 : -4	9.3µM*	-16%	12	8.3µM*	0%
O=C(Cn1nc(C(=O)O)c2ccccc2c1=O)Nc1ccc(Br)cc1
 : 4	10%	-10%	-2	14%	-8%
OCCC1CN(Cc2cccc3nonc23)CCN1C1CCCCC1 (configuration not stated)
 : -2	15µM*	2%	7	-2%	-1%
CCOc1ccc(-c2nnc3ccc(SC(C)C)nn23)cc1
 : 0	?	15%	-3	?	-8%
Cc1cc(C)c(S(=O)(=O)Nc2cccc3nsnc23)c(C)c1
 : 7	.	7%	14	0%	?
CN(CC(=O)Nc1cccc(F)c1)CC(=O)Nc1cc(S(=O)(=O)N2CCOCC2)ccc1Cl
 : .	-2%	-14%	.	?	.
CCSc1nnc(-c2ccncc2)o1
 : 4	75%[activator]	6%	17	11%	.
Cc1ccc(S(=O)(=O)/N=C2\C=C(Nc3cccc(C(=O)O)c3)C(=O)c3ccccc32)cc1
 : 6	-9%	-31%	35	4.7µM*	0.25µM*
CCNC(=O)CN(c1ccccc1)S(=O)(=O)c1ccc(Cl)cc1
 : -4	-27%	-13%	-10	.	5%
COc1cc2cc3c(N)c(C(=O)Nc4sc(C)c(C)c4C#N)sc3nc2cc1OC
 : -2	12µM*	27%	11	?	?
O=C(COC(=O)c1ccccc1NS(=O)(=O)c1ccc(Cl)cc1)NCc1ccccc1
 : 6	9%	0%	8	-5%	-6%
Cc1nc2c3ccccc3n(CC#N)c(=O)n2n1
 : -2	13%	7%	7	.	0%
COc1cc(CNc2ccc(O)cc2)cc(Br)c1OCc1ccccc1F
 : 1	?	-32%	5	?	16µM*
CCC(=O)NNc1cc(=O)c2c(=O)n(C)c(=O)n(C)c2[nH]1
 : 7	44%[activator]	4%	-14	26%	-7%
O=C(NCc1ccco1)/C(=C\c1cccs1)NC(=O)c1ccccc1
 : 7	21%	-8%	-4	0%	-2%
CCOc1ccc(-c2nc(N)ncc2Oc2ccccc2Br)c(O)c1
 : 8	3.3µM*	3%	13	.	-5%
CC1CCN(S(=O)(=O)c2ccc3c(ccn3CCC(=O)N3CCCCC3)c2)CC1
 : 8	28%	1%	4	-19%	9%
COc1ccc(N(C(=O)COc2cccc(C)c2)S(=O)(=O)c2ccc(C)cc2)cc1
 : 4	?	7%	8	10%	-5%
COC(=O)c1ccccc1NC(=O)Cn1c(SC)c(F)cnc1=O
 : -1	.	-12%	-12	5%	9%
O=C(NNC(=O)c1cccnc1SCc1cccc([N+](=O)[O-])c1)c1ccccn1
 : 5	98%[activator]	-1%	-9	5.2µM*	17%
CCN1CN(CCc2ccccc2)CNC1=S
 : -4	?	-5%	-9	-2%	-3%
Cc1ccc(NS(=O)(=O)c2ccc(C(=O)NCc3ccncc3)cc2)cc1
 : .	?	-12%	.	-23%	.
CCc1ccc(OCC(=O)N/N=C(\C)c2ccc(-n3ccnc3)cc2)cc1
 : 16*	?	1%	51*	?	9%
Cc1ccc(S(=O)(=O)N2CCCC2CNC(=O)C(=O)NCc2cccs2)cc1 (configuration not stated)
 : .	?	-2%	.	?	.
COc1ccc(N(CC(=O)NCCSCc2ccco2)S(=O)(=O)c2ccccc2)cc1OC
 : -2	12µM*	-7%	17	-21%	.
Cc1cc(C(=O)N2C(C)CCCC2C)no1 (configuration not stated)
 : -4	0%	-2%	-1	4%	-2%
O=c1c2ccccc2oc2cc(OCc3ccc(F)cc3)cc(O)c12
 : 2	23%	-6%	1	12%	6%
Cc1ccc(C)c(NC(=O)CCC(=O)NNC(=O)c2cccs2)c1
 : 5	-29%	-15%	-3	2%	?
COc1ccccc1N1CCN(C(=O)c2cc(C(C)(C)C)oc2C)CC1
 : 12	?	?	-11	?	-2%
CSc1ccc(CN2CCC(Cc3ccccc3)CC2)cc1
 : 4	273%[activator]	3%	5	55%[activator]	-4%
